C2C12 statin = suppression of simvastatin myotoxicity; C2C12 myotubes + simvastatin, ATP luminescence, 48 h; scaled: DMSO 0, geranylgeraniol control 100; rescue of ATP level, % at 7.49 µM; actives 0.78% (n = 330,000); AID 602340;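 active = mean ATP rescue above about 67%, or every replicate alone reaching that limit, limit read from the data, passing the limit was not always enough; inconclusive = no clear call, values can overlap the other calls; inactive = mean under the limit and some replicate under it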;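 also: myotubes were challenged with 10 µM simvastatin during compound exposure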
DENV2 CPE rescue = protects cells from dengue virus 2 cytopathic effect. DENV2-infected cells, cytopathic effect rescue, plate reader. CPE inhibition, % at 9.99 µM. actives 1.7% (n = 350,000); in the data active = CPE inhibition above about 20%, passing the limit was not always enough; inconclusive = no clear call, values can overlap the other calls; tested in BHK-21 cells;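 also: 0% = median of neutral control wells and 100% = median of positive control wells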
ERp5 block = ERp5 (human) disulfide isomerase inhibition. Q15084. ERp5 insulin aggregation, absorbance 650 nm, 90 min. inhibition, % at 9.99 µM. actives 0.05% (n = 350,000). AID 651711;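 active = mean replicate inhibition above about 25%, with every replicate also reaching it, limit read from the data, passing the limit was not always enough; inconclusive = only one of those two criteria met; inactive = neither criterion met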
Target sequence (Q15084 whole entry, looked up): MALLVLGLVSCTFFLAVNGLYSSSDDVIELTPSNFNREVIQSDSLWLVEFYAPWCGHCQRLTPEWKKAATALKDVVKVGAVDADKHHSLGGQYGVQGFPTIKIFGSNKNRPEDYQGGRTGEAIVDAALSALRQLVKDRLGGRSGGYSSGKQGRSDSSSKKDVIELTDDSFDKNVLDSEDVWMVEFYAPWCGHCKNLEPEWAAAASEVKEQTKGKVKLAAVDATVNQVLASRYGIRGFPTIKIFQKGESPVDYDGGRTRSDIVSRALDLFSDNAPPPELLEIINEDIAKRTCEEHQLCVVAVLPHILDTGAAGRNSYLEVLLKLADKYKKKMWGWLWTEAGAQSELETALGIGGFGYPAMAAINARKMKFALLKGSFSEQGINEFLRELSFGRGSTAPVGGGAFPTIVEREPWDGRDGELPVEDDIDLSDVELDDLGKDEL
PglD DTNB = inhibitors of Campylobacter jejuni PglD acetyltransferase | purified PglD enzyme, DTNB colorimetric CoA detection | inhibition, % at 12.5 µM | actives 0.098% (n = 360,000); in the data active = inhibition above about 16%, passing the limit was not always enough; inconclusive = no clear call, values can overlap the other calls; also: strong numbers were not always called active
SIRT5 block = blocks human SIRT5 desuccinylation of peptide; AID 652115; Purified SirT5, succinyl-peptide AMC, trypsin-coupled fluorescence; actives 1.1% (n = 330,000); inhibition, % at 15 µM; Q9NXA8; in the data active = inhibition above about 15%; inconclusive = no clear call, values can overlap the other calls
Target sequence (Q9NXA8 whole entry, looked up): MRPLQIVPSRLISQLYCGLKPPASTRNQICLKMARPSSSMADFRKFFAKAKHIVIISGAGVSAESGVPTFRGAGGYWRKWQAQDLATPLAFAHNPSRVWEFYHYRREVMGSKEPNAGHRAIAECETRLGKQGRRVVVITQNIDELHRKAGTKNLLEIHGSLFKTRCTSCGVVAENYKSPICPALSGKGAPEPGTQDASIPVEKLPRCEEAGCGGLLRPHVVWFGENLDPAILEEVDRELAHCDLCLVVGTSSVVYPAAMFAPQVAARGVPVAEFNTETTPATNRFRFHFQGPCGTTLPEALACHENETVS
S100A4 inh HTS = S100A4-myosin IIA interaction inhibition | P26447 | actives 0.14% (n = 360,000) | S100A4/TAMRA-MyoIIA peptide fluorescence polarization | inhibition, % at 10.7 µM | AID 652163;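 active = mean inhibition of at least 70% across replicates, with every replicate also reaching that level; inconclusive = mean inhibition reaches 70% but some replicates fall short; inactive = mean inhibition below 70%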
Target sequence (P26447 whole entry, looked up): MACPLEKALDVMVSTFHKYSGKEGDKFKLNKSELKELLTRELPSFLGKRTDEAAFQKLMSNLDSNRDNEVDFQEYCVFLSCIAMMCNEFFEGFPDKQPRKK
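Test system: S100A4 monomer protein. Medium: HEPES buffer with Ca2+, pH 7.2. Reagent: fluorescent myosin IIA peptide, 5 nM. Compound dosing: single-point compound testing. Timing: 5 min between mix addition and reading. Benchmarks: DMSO neutral and TFP positive wells.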
E-selectin induc = induces E-selectin expression in human endothelial cells; P16581; HUVEC E-selectin immunofluorescence imaging; normalized: neutral wells 0, TNF-alpha wells 100; activation, % at 7.58 µM; actives 0.37% (n = 260,000);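 active = mean E-selectin-positive cell signal at least 10% of the positive control, reached in at least 60% of replicates, without over 20% cell loss; inconclusive = no rule given, readout overlaps actives, possibly toxicity-flagged; inactive = the rest, including those meeting only one limit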;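 also: in these data hits start at about 27%; measured in HUVEC primary endothelial cells; signal is the percent of cells scored E-selectin positive by PE staining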
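System: HUVEC, human umbilical vein endothelial cells; quantity: 3,000 cells/well; buffer or medium: EGM-2 medium, gelatin-coated wells; dosing: single-point compound dose; detection: immunofluorescence imaging; evaluation: % PE-positive cells; benchmarks: TNF-alpha, DMSO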
Starred values were filed as active, the others as inactive; ? = inconclusive; nt = no result given; & = joins results of further samples. This is a subset. The share of hits here may be higher or lower than overall.

Sample of the layout:
SMILES	C2C12 statin	DENV2 CPE rescue	ERp5 block	PglD DTNB	SIRT5 block	S100A4 inh HTS	E-selectin induc
CN1CCN(c2ccc(CNC(=O)c3ccc(-c4cnn(C)c4)c4ccoc34)cc2)CC1	0.4	0.3	-1.2	-6.9	nt	2.0	0.1
COc1ccc(S(=O)(=O)N/N=C(/C)c2ccncc2)cc1	3.7	-2.1	7.1	-1.1	-0.6	-5.0	-0.6
c1ccc(NNC2=NCCS2)cc1	2.3	-2.8	3.5	-5.2	-1.5	-4.0	0.0

All compounds of this part, from the start:
SMILES	C2C12 statin	DENV2 CPE rescue	ERp5 block	PglD DTNB	SIRT5 block	S100A4 inh HTS	E-selectin induc
CN1CCN(c2ccc(CNC(=O)c3ccc(-c4cnn(C)c4)c4ccoc34)cc2)CC1	0.4	0.3	-1.2	-6.9	nt	2.0	0.1
COc1ccc(S(=O)(=O)N/N=C(/C)c2ccncc2)cc1	3.7	-2.1	7.1	-1.1	-0.6	-5.0	-0.6
c1ccc(NNC2=NCCS2)cc1	2.3	-2.8	3.5	-5.2	-1.5	-4.0	0.0
C[C@@H]1CN([C@@H](C)CO)C(=O)c2cc(/C=C/c3ccccc3)cnc2O[C@@H]1CN(C)C(=O)CN(C)C	-11.8	0.2	-0.1	-1.7	-20.0	-3.7	-0.2
Cc1ccc(S(=O)(=O)N[C@H]2CC[C@H](CCNC(=O)CN3CCOCC3)O[C@H]2CO)cc1	-8.2	8.0	3.4	0.0	-4.3	-21.3	-1.4
CC(=O)N(Cc1ccc(Br)cc1)c1cccc(C)c1C	-11.0	nt	-2.3	0.4	-1.1	-2.1	5.2
CCCCNC(=O)C1(C)CCN1C(=O)c1cc(-c2cccs2)oc1C (stereo not given)	20.4	32.8*	1.3	-2.2	nt	-3.4	nt
COc1ccc2sc(-c3ccc(S(C)(=O)=O)cc3)c(C(=O)NCCc3c[nH]c4ccccc34)c2c1	-7.5	nt	3.2	-2.1	nt	3.0	0.3
N#C[C@@H]1[C@H](c2ccccc2)[C@@H](CO)N1S(=O)(=O)c1cccc(F)c1	2.8	-5.1	-0.9	-2.0	nt	2.0	-0.1
CC1CCN(Cc2c(C(=O)N/N=C/c3cccc(C(F)(F)F)c3)nnn2-c2nonc2N)CC1	-18.7	12.4	1.0	-3.4	0.4	-1.6	0.5
COc1ccc(F)cc1C(=O)C1CCCN(C(=O)c2ccc(C(C)=O)s2)C1 (stereo not given)	11.7	-2.7	3.1	-0.4	1.2	-2.5	nt
CC(OC(=O)c1ccc(Br)o1)C(=O)NCC1CCCCC1 (stereo not given)	-0.7	0.9	3.4	-4.9	-0.8	-1.3	nt
CCc1nn(CCCC(=O)NCc2ccco2)c(=O)c2cc3occc3n12	1.5	11.1	0.1	0.8	-8.4	-2.4	nt
C[C@@H]1CCCCO[C@@H](CN(C)S(=O)(=O)c2ccc(F)cc2)[C@@H](C)CN([C@H](C)CO)C(=O)c2cc(NC(=O)c3ccncc3)ccc2O1	nt	-2.2	-6.6	-0.3	2.0	-2.4	nt
Cc1ccccc1-n1ncc2c(SCC(=O)N3c4ccccc4CC3C)ncnc21 (stereo not given)	52.5	-0.4	-6.5	nt	2.1	14.4	nt
Cc1cnc(C(=O)OCC(=O)NCCCc2ccccc2)cn1	nt	-5.1	3.0	nt	-1.1	0.2	nt
Cc1ccccc1NC(=O)NCCCN1CCCC1=O	5.6	-0.4	5.1	2.3	6.5	-1.8	nt
COc1ccc(N2CCN(C(=O)CSc3nnnn3C3CC3)CC2)cc1	1.6	-9.9	-9.8	-5.3	7.3	-4.3	0.4
Cc1ccccc1NC(=O)/C=C/c1cccs1	nt	4.4	-1.3	nt	2.3	-0.6	-0.4
CC(C)NC(=O)Nc1cccc2c1O[C@@H](CN(C)C)[C@@H](C)CN([C@H](C)CO)C2=O	-11.5	?	-0.2	-7.5	-3.9	0.9	0.4
N#CCCCn1c(=O)oc2ccccc21	nt	-0.9	5.9	nt	-2.3	-3.4	nt
O=C(NC1CCCC1)N[C@@H]1C=C[C@@H](CC(=O)N2CCOCC2)O[C@@H]1CO	2.0	12.6&7.0	0.9&3.2	-0.8	-7.6	8.0&-7.1	0.5&-0.3
Cc1noc(C)c1S(=O)(=O)N(C)C[C@@H]1OCCCC[C@H](C)Oc2ccc(NC(=O)CCC(F)(F)F)cc2C(=O)N([C@H](C)CO)C[C@H]1C	15.4	18.7	nt	-1.9	nt	nt	-0.1
C/C=C/c1ccc2c(c1)O[C@@H](CN(C)Cc1ccc(F)cc1)[C@@H](C)CN([C@H](C)CO)S2(=O)=O	22.4	?	1.3	-1.2	7.7	-0.2	0.0
Cc1ccc(N/N=C/c2ccncc2)cc1	14.3	-3.8	3.6	-4.7	-4.5	-5.7	nt

(list continues)
SMILES	C2C12 statin	DENV2 CPE rescue	ERp5 block	PglD DTNB	SIRT5 block	S100A4 inh HTS	E-selectin induc
COc1ccc(NC(=O)c2cc(-c3ccncc3)nc3ccc(Br)cc23)cc1OC	11.1	-0.8	6.3	-0.7	1.9	0.4	-0.2
Cc1ccn2c(=O)nc(SCC(=O)NCCc3ccccc3)nc2c1	nt	1.0	2.5	5.6	-0.7	-10.1	nt
CC(C)CCN(C(=S)NC(=O)C1CCCCC1)c1c(N)n(Cc2ccccc2)c(=O)[nH]c1=O	nt	-3.4	-1.4	nt	1.9	0.7	1.8
Cc1nc(S(=O)(=O)c2ccc(Cl)cc2)c(N(C)C)o1	-4.1	5.6	2.8	4.2	4.6	2.7	nt
CO[C@@H]1CN(C)C(=O)c2ccc(NC(=O)C3CC3)cc2OC[C@H](C)N(CC2CC2)C[C@H]1C	-34.8	18.3	0.3	0.8	nt	-14.0	-0.1
CCOc1ccc(NC(=O)C(=O)NCCN2CCN(S(=O)(=O)c3ccc(C)cc3)CC2)cc1	-47.9	-7.0	-1.4	-3.8	0.2	-2.4	nt
COc1ccc(OC)c(NC(=O)CN(C)CCOc2ccc(Br)cc2)c1	20.1	11.2	-0.9	-5.8	-3.4	1.8	nt
OCCN1CCOCCOc2ccccc2OCCOCC1	46.3	2.3	1.6	10.1	-4.0	-3.0	0.2
CCCCn1cnc2c(SCc3ccc(Cl)cc3)nc(N)nc21	-6.6	15.4	2.7	5.8	1.8	5.4	nt
Cc1ccc(NC(=O)CCCc2nc3ccccc3s2)c(O)c1	3.3	3.8	1.6	1.9	-1.0	-4.0	0.4
COC(=O)[C@@]1(Sc2ccccc2)CC(=O)N[C@@H]1c1ccccc1	nt	-2.8	-2.6	nt	-1.2	-2.6	?
C[C@H](CO)N1C[C@H](C)[C@H](CN(C)Cc2cccc(F)c2)Oc2ncc(C#CCN(C)C)cc2C1=O	nt	-7.0	-8.4	nt	5.4	-22.5	0.7
O=C(O)c1ccc(CN2C(=O)c3cccc4c([N+](=O)[O-])ccc(c34)C2=O)cc1	43.4	nt	3.3	-3.5	-5.1	2.4	nt
CO[C@H]1CN(C)C(=O)c2cc(NC(=O)C3CCCC3)ccc2OC[C@@H](C)N(C)C[C@H]1C	4.3	0.7	2.1	0.4	-2.7	-2.8	0.0
CCN(C(=O)COC(=O)c1cc(OC)ccc1Br)C1CCS(=O)(=O)C1 (stereo not given)	3.1	9.2	-1.1	3.2	0.2	0.2	-0.4
CC(C)(C)OC(=O)C[C@H]1C/C=C\C[C@@H](CC(=O)N(CCO)Cc2ccccc2)C(=O)NC[C@@H](c2ccccc2)OC1=O	-1.2	-19.2	-2.5	4.6	nt	-1.5	-0.1
C[C@@H]1Cn2cnc(C(=O)N3CCN(C(=O)OC(C)(C)C)CC3)c2C(=O)N1	nt	-1.1	0.4	nt	-0.9	-0.5	nt
O=C(Cc1ccccn1)NCC[C@@H]1CC[C@@H](NS(=O)(=O)c2ccc(Cl)cc2)[C@H](CO)O1	6.7	13.5	-2.4	-1.2	3.0	0.7	0.5
Cn1nnc2ccccc2c1=O	nt	0.4	-55.9	nt	nt	-0.5	nt
Cc1ncoc1C(=O)NC1CC(C)(C)Cc2c1cnn2-c1ccc(F)cc1 (stereo not given)	-4.4	9.5	-2.9	8.8	-2.0	1.7	-0.1
O=C(O)CCC(=O)N1c2ccccc2NC2=C(C(=O)CC(c3ccc(F)cc3)C2)C1c1ccc([N+](=O)[O-])o1 (stereo not given)	7.1	7.6	-1.6	2.6	7.9	-1.6	0.3
COc1ccc(C(=O)COC(=O)CN2C(=O)C3C4CCC(C4)C3C2=O)cc1 (stereo not given)	-1.0	-3.5	-3.2	2.7	-0.3	-3.4	nt
CCC(C)[C@H](NC(=O)NCc1cccs1)C(=O)OC (stereo not given in full)	13.2	2.8	2.1	0.8	-1.5	2.9	nt
Cc1noc(C)c1NC(=O)Nc1ccc2c(c1)CC(=O)N([C@H](C)CO)C[C@H](C)[C@@H](CN(C)C)O2	-0.5	-2.5	-1.8	-3.7	1.0	26.2	-4.3
NC(=O)N=Nc1c(O)n(Cc2ccccc2)c2ccc(Br)cc12	21.1	3.4	0.4	-5.1	2.5	-2.3	nt

(list continues)
SMILES	C2C12 statin	DENV2 CPE rescue	ERp5 block	PglD DTNB	SIRT5 block	S100A4 inh HTS	E-selectin induc
CCOC(=O)C1=C(C)N(CC)C(=S)NC1c1ccc(Cl)cc1 (stereo not given)	nt	1.8	4.2	2.2	-7.3	1.7	13.4
CO[C@H]1CN(C)C(=O)c2ccc(NC(=O)Nc3ccc4c(c3)OCO4)cc2OC[C@@H](C)NC[C@@H]1C	1.4	3.1	-0.6	4.9	0.3	3.2	0.2
CO[C@H]1CN(C)C(=O)c2ccc(NS(C)(=O)=O)cc2OC[C@@H](C)N(S(C)(=O)=O)C[C@@H]1C	-8.7	9.0	3.9	4.5	-1.0	7.3	0.7
O=S(=O)(c1ccccc1)N1CCCCN2[C@@H](CO)[C@H](c3ccc(C#CC4CCCC4)cc3)[C@@H]2C1	-10.2	7.9	-1.8	3.9	6.5	-3.4	0.0
O=C(NCCNC(=O)c1ccccc1)c1ccccc1	nt	8.9	-5.1	-2.5	2.8	9.7	?
COc1ccc(C(=O)CC(=O)C(=O)Nc2cccc([N+](=O)[O-])c2C)cc1	nt	29.9*	2.2	nt	-1.9	14.5	0.2
N=c1c2c(ncn1CCCO)Oc1cc(O)ccc1C2c1ccccc1 (stereo not given)	nt	-3.1	-7.9	-3.6	4.4	1.0	0.5
O=S(=O)(Nc1nc2ccccc2nc1Nc1ccc2c(c1)OCCO2)c1cccs1	-44.0	?	3.8&-0.8	-3.3	-2.1&-0.6	2.3&1.0	nt
CC(C)NC(=O)N(C)C[C@@H]1OCCCC[C@@H](C)Oc2ccc(NC(=O)Nc3cccc4ccccc34)cc2C(=O)N([C@@H](C)CO)C[C@@H]1C	nt	0.9	0.1	-1.4	0.6	-1.3	nt
C=CCNC(=O)c1onc(CSc2ccccn2)c1C(=O)NCC=C	-13.0	-0.2	-1.9	2.1	-1.3	-1.0	-0.3
O=C1OC(=O)c2cc([N+](=O)[O-])ccc21	0.8	16.5	-0.6	-3.6	nt	-1.9	nt
COc1ccccc1-c1ccc2c(c1)O[C@H](CN(C)Cc1ccc3c(c1)OCO3)[C@H](C)CN([C@@H](C)CO)S2(=O)=O	-29.5	-1.0	2.7	-3.7	?	3.9	nt
CC(NC(=O)CN1C(=O)NC(C)(C2CC2)C1=O)c1ccc(F)cc1 (stereo not given)	nt	1.1	-1.6	-1.1	2.1	-9.6	-0.2
COc1cccc(N(C(=O)CNC(=O)c2ccco2)C(C(=O)NC2CCCC2)c2cccnc2)c1 (stereo not given)	-2.7	2.7	-1.9	nt	-6.8	-0.8	0.2
Cc1noc(C)c1NC(=O)N[C@H]1C=C[C@H](CC(=O)Nc2ccccc2)O[C@@H]1CO	-8.2	0.5	-1.0	-1.9	-8.2	-50.4	0.8

Screens deposited in PubChem BioAssay by Broad Institute.
